LGR2 antag = blocks bursicon-induced cAMP signaling via Drosophila LGR2. inhibition, % at 9.99 µM. AID 720647. HEK293 LGR2, CRE-luciferase, bursicon-stimulated, 4 h. hit rate 0.35% among 380,000;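 active = drop in luminescence signal, shown as inhibition above about 50% in the replicate tests, limit read from the data, passing the limit was not always enough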;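 note: agonist challenge used bursicon conditioned medium at about half maximal strength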
Casp6 inh = blocks human caspase-6 cleavage activity. P55212. purified caspase-6, Z-VEID-R110 cleavage fluorescence. inhibition, % at 12.5 µM. hit rate 0.53% among 350,000. AID 686996;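 active = mean inhibition across replicates at least about 35%, with every replicate also reaching that limit, limit read from the data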;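 note: 0% = median of neutral control wells and 100% = no fluorescence left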
Target sequence (P55212 24-179 limits assumed): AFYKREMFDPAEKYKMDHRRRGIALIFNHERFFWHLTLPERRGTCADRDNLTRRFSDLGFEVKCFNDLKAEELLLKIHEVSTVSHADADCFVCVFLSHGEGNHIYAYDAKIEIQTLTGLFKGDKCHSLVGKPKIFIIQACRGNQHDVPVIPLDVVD
Target sequence (P55212 194-293 limits assumed): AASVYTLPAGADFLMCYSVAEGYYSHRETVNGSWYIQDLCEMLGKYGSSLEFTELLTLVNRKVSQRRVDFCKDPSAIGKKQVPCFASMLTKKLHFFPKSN
PAX8 inh HTS = PAX8 transcriptional activity inhibition; RMG-I TPO-luciferase reporter, SteadyGlo, 24 h; inhibition, % at 12.6 µM; hit rate 1.2% among 360,000;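 active = mean replicate inhibition at least 60% with every replicate also reaching 60%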;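 note: luciferase light reporting Pax8 driven TPO promoter activity; plate controls were median of neutral control wells for no effect and mitoxantrone controls for full effect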
EWS-Fli inh = EWS/Fli transcriptional activity inhibition | hit rate 0.67% among 350,000 | A673 NR0B1-luciferase reporter, viability-normalised | inhibition, % at 12.6 µM;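 active = mean inhibition of at least 50% after viability correction, with every replicate also passing that limit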;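 note: firefly luciferase signal divided by Alamar Blue viability fluorescence both relative to DMSO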
Cneo AK release = Cryptococcus neoformans lysis via adenylate kinase release. C. neoformans lysis, adenylate kinase release luminescence, 4 h; normalised: neutral wells 0, clomiphene wells 100. lysis activity, % at 15 µM. hit rate 0.2% among 360,000. AID 651654;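 active = mean lysis activity across replicates of at least 80%, whatever share of replicates individually reach that level; inactive = mean lysis activity below 80%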
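Material – log-phase Cryptococcus neoformans yeast cells · Input – 5 × 10^6 yeast cells/mL · Medium – fresh YPD growth medium · Doses – single compound concentration per well · Timing – static 4 h at 37 °C with compound, 1 h detection · Detection – adenylate kinase release luminescence · Read-out – signal increase indicating cell lysis · Control set – Clomiphene as positive lysis control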
FN deposit inh = fibronectin deposition inhibition; AID 743247; hit rate 0.086% among 350,000; inhibition, % at 12.6 µM; AH1F fibroblasts, Alexa488-fibronectin deposition fluorescence, overnight;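 active = mean inhibition across replicates of 30% or more, regardless of how many single replicates reach that level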;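 note: positive control wells lacked labelled fibronectin entirely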
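Schedule: 1 h cell adhesion before compound, then overnight fibronectin incubation; test system: AH1F fibroblast monolayer depositing Alexa488-labelled fibronectin into matrix; quantity: 10000 AH1F cells per well; probe or stimulus: fluorescent fibronectin at 24 nM final; signal: fluorescence, ex 485 nm, em 525 nm; evaluation: percent inhibition as loss of matrix-bound fibronectin fluorescence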
miR122 inh = blocks miR-122 activity in Huh7 sensor cells. Huh7 miR-122 Renilla luciferase sensor, 48 h; neutral wells = 0, positive control = 100. activation (reporter increase), % at 12.5 µM. hit rate 0.3% among 340,000;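 active = mean replicate activation score at least 90 and every replicate individually at or above 90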;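 note: higher luciferase means less miR-122 activity so hits act as miR-122 inhibitors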
PGC1a acetyl inh = PGC1a acetylation modulation, inhibitor mode | U2OS PGC1a acetylation, AlphaScreen anti-acetyl-lysine; with virally co-expressed GCN5 acetyltransferase | inhibition, % at 15.6 µM | hit rate 0.17% among 350,000 | AID 651687;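 active = every replicate shows inhibition of at least 40%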;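 note: 0% = neutral control wells and 100% = positive control wells; some results beyond the cut were filed as inactive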
Active calls of the source: *; & = joins results of further samples; [ ] = another dose, or the depositor's remark.

How did C[C@H]1CN([C@@H](C)CO)S(=O)(=O)c2ccc(Br)cc2O[C@H]1CN(C)C(=O)Cc1ccccc1 do in these assays?
LGR2 antag: -9&5; Casp6 inh: 1&-2; PAX8 inh HTS: -18; EWS-Fli inh: 4&3; Cneo AK release: 21; FN deposit inh: -1; miR122 inh: -1; PGC1a acetyl inh: -15&-6

What do the screens show for `C[C@H](CO)N1C[C@H](C)[C@H](CN(C)CC2CCOCC2)Oc2ncc(-c3cncnc3)cc2C1=O`?
LGR2 antag: 0; Casp6 inh: 2; PAX8 inh HTS: 0; EWS-Fli inh: -2; Cneo AK release: -7; FN deposit inh: -5; miR122 inh: 0[16.7 µM]; PGC1a acetyl inh: 6

Results for O=C1CSC(c2cccc(F)c2)N1c1ccccc1 (configuration not stated) ?
LGR2 antag: -7; Casp6 inh: -2; PAX8 inh HTS: 6; EWS-Fli inh: -12; Cneo AK release: 8; FN deposit inh: 3; miR122 inh: -2; PGC1a acetyl inh: -4

Results for O=C(NCC[C@H]1CC[C@@H](NC(=O)C2CCC2)[C@@H](CO)O1)Nc1ccc(Cl)cc1 ?
LGR2 antag: -6; Casp6 inh: -1; PAX8 inh HTS: -1; EWS-Fli inh: -7; Cneo AK release: -4; PGC1a acetyl inh: -13

What do the screens show for `C#CCC(NC(=O)c1ccc(C(F)(F)F)cc1)C(=O)NCCC` (configuration not stated)?
LGR2 antag: 2; Casp6 inh: -2; PAX8 inh HTS: -5; EWS-Fli inh: 8; Cneo AK release: 2; FN deposit inh: 12; miR122 inh: 5; PGC1a acetyl inh: -9

Results for C[C@@H]1CN([C@H](C)CO)C(=O)Cc2cc(NC(=O)Nc3ccc4c(c3)OCO4)ccc2O[C@H]1CN(C)C(=O)Nc1ccc(F)cc1 ?
LGR2 antag: 4; PAX8 inh HTS: -10; EWS-Fli inh: -43; Cneo AK release: -3; miR122 inh: -1[16.7 µM]; PGC1a acetyl inh: 8

Results for O=C(C[C@@H]1C=C[C@@H](NC(=O)C2CCOCC2)[C@@H](CO)O1)NCc1ccccc1Cl ?
LGR2 antag: 16; Casp6 inh: 3; EWS-Fli inh: 1; PGC1a acetyl inh: 7

What do the screens show for `O=S1(=O)N[C@@H](Cc2ccccc2)COc2cccc(NCCCN3CCOCC3)c21`?
LGR2 antag: 6; Casp6 inh: -13; PAX8 inh HTS: -7; EWS-Fli inh: -3; FN deposit inh: 3

Results for Nc1nnc(SCCN2C(=O)c3ccccc3C2=O)s1 ?
LGR2 antag: 9; Cneo AK release: 7; FN deposit inh: 9; PGC1a acetyl inh: 1

How did COc1ccc2c3c([nH]c2c1)[C@@H](CO)NCC31CN(C(=O)Nc2ccc(F)cc2F)C1 do in these assays?
LGR2 antag: -3; EWS-Fli inh: -5; FN deposit inh: 6; PGC1a acetyl inh: 6

What do the screens show for `Cc1onc(-c2ccccc2)c1C(=O)N=C(N)c1ccc(Cl)cc1`?
LGR2 antag: -12; Casp6 inh: 0; PAX8 inh HTS: 9; EWS-Fli inh: -16; FN deposit inh: 0

How did CCCOc1cccc(C2/C(=C(/O)c3ccccc3)C(=O)C(=O)N2CCN(C)C)c1 (configuration not stated) do in these assays?
LGR2 antag: -13; Cneo AK release: -1; miR122 inh: -3; PGC1a acetyl inh: -2

What do the screens show for `COc1ccc(-n2ncc3c(N4CCN(c5cccc(C)c5C)CC4)ncnc32)cc1`?
LGR2 antag: -15; Casp6 inh: 1; PAX8 inh HTS: 0; EWS-Fli inh: -2; Cneo AK release: -1; FN deposit inh: 2; miR122 inh: 1; PGC1a acetyl inh: -23

How did C[C@@H]1CCCCO[C@H](CN(C)S(=O)(=O)c2cccs2)[C@@H](C)CN([C@H](C)CO)C(=O)c2cc(NC(=O)c3ccccc3)ccc2O1 do in these assays?
LGR2 antag: 22; PAX8 inh HTS: 14; EWS-Fli inh: -10; Cneo AK release: 6; miR122 inh: 11[16.7 µM]; PGC1a acetyl inh: 0

What do the screens show for `C[C@@H](O)C#Cc1ccc2c(c1)O[C@@H](CN(C)C(=O)c1ccccc1)[C@@H](C)CN([C@@H](C)CO)S2(=O)=O`?
LGR2 antag: -3; Casp6 inh: -3; EWS-Fli inh: 0; Cneo AK release: 9; FN deposit inh: -6; miR122 inh: -1[16.7 µM]; PGC1a acetyl inh: -16

Results for c1ccc(CN2CC[C@@H](Nc3nccn4ccnc34)C2)cc1 ?
LGR2 antag: 3; Casp6 inh: -2; EWS-Fli inh: 4; Cneo AK release: 2; FN deposit inh: 1; miR122 inh: -7; PGC1a acetyl inh: -5

Results for CCOc1ccc(/C=N/NC(=O)CSc2n[nH]c(=O)[nH]c2=O)cc1OC ?
LGR2 antag: 3; Casp6 inh: 17; PAX8 inh HTS: -5; EWS-Fli inh: 6; Cneo AK release: 1; FN deposit inh: -13; miR122 inh: -4; PGC1a acetyl inh: -2

How did CC(Cc1cccs1)NC(=O)CCCn1nnnc1CN1CCOCC1 (configuration not stated) do in these assays?
LGR2 antag: -10; Casp6 inh: 0; PAX8 inh HTS: -21; EWS-Fli inh: 6; Cneo AK release: -3; FN deposit inh: -1

Results for COc1cccc(NC(=O)Nc2ccc(F)cc2)c1 ?
LGR2 antag: -49; Casp6 inh: 3; PAX8 inh HTS: -110; EWS-Fli inh: -93; Cneo AK release: -3; FN deposit inh: -10; miR122 inh: 2; PGC1a acetyl inh: 2

How did CC(=O)c1cccc(NS(=O)(=O)c2ccc(C(=O)Nc3ccccc3)cc2)c1 do in these assays?
LGR2 antag: 1; Casp6 inh: 0; PAX8 inh HTS: 29; Cneo AK release: 0; miR122 inh: 52; PGC1a acetyl inh: 5

How did C/C(=N\NC(=O)c1cc(Br)ccc1O)c1ccccn1 do in these assays?
LGR2 antag: -45; Casp6 inh: -5; PAX8 inh HTS: 9; EWS-Fli inh: -11; Cneo AK release: 2; FN deposit inh: -10; miR122 inh: 15

Results for O=C(O)c1cccc(-n2nc(-c3ccc(Cl)c([N+](=O)[O-])c3)c3ccccc3c2=O)c1 ?
LGR2 antag: 6; Casp6 inh: 7; PAX8 inh HTS: -5; EWS-Fli inh: 9; Cneo AK release: 1; FN deposit inh: 2; miR122 inh: 0

How did CCc1ccc(NC(=O)CSc2nc3nc(C)cc(C)n3n2)cc1 do in these assays?
LGR2 antag: 20; Casp6 inh: 1; PAX8 inh HTS: 15; EWS-Fli inh: -3; Cneo AK release: 12; FN deposit inh: -1; miR122 inh: -3; PGC1a acetyl inh: 8

How did COCC#Cc1ccc2c(c1)O[C@H](CN(C)C)[C@H](C)CN([C@H](C)CO)S2(=O)=O do in these assays?
LGR2 antag: -10; Casp6 inh: 0; PAX8 inh HTS: 7; EWS-Fli inh: 7; Cneo AK release: 3; FN deposit inh: -3; miR122 inh: 1[16.7 µM]; PGC1a acetyl inh: -2

How did COc1ccc(C(=O)Nc2ccc3c(c2)C(=O)N(C)C[C@@H](OC)[C@H](C)CN[C@@H](C)CO3)cc1 do in these assays?
LGR2 antag: 20; Casp6 inh: 7; PAX8 inh HTS: -1; EWS-Fli inh: -9; Cneo AK release: 1; FN deposit inh: -13; miR122 inh: 2[16.7 µM]; PGC1a acetyl inh: -15

What do the screens show for `O=C1C2C3CC(C(Br)C3Br)C2C(=O)N1CC1CCCO1` (configuration not stated)?
LGR2 antag: 2; Casp6 inh: -3; PAX8 inh HTS: 1; EWS-Fli inh: 4; Cneo AK release: 1; FN deposit inh: -4; miR122 inh: -5; PGC1a acetyl inh: 1

What do the screens show for `C[C@H](CO)N1C[C@H](C)[C@H](CN(C)Cc2ccc3c(c2)OCO3)Oc2ccc(NS(C)(=O)=O)cc2C1=O`?
LGR2 antag: -6; Casp6 inh: -2; PAX8 inh HTS: -8; Cneo AK release: -2; miR122 inh: 1[16.7 µM]; PGC1a acetyl inh: 5

Results for COc1ccc(NC(=O)N[C@@H]2CC[C@@H](CCn3cc(-c4ccc(F)cc4)nn3)O[C@@H]2CO)cc1 ?
LGR2 antag: 3; Casp6 inh: -2; PAX8 inh HTS: -8; EWS-Fli inh: 10; Cneo AK release: 1; FN deposit inh: 0; PGC1a acetyl inh: 2

How did CCOC(=O)CCC(=O)N1CCOCCOCCN(C(=O)CCC(=O)OCC)CCOCC1 do in these assays?
PAX8 inh HTS: 15; Cneo AK release: 2; FN deposit inh: -7; miR122 inh: -2

How did Cc1ccn2c(Nc3ccccc3C)c(-c3cccnc3)nc2c1 do in these assays?
LGR2 antag: 8; Casp6 inh: -3; PAX8 inh HTS: -2; EWS-Fli inh: 1; FN deposit inh: 6; miR122 inh: 4; PGC1a acetyl inh: 5

Results for C[C@H]1CN([C@@H](C)CO)C(=O)Cc2cc(NC(=O)Nc3ccc(F)cc3)ccc2O[C@H]1CN(C)C(=O)Nc1ccc2c(c1)OCO2 ?
LGR2 antag: 0; Casp6 inh: -3; PAX8 inh HTS: 0; EWS-Fli inh: -56; Cneo AK release: 1; FN deposit inh: -2; miR122 inh: -6[16.7 µM]; PGC1a acetyl inh: -2

Results for O=C(C[C@H]1CC[C@@H]2[C@H](COC[C@@H](O)CN2S(=O)(=O)c2cccc(Cl)c2)O1)Nc1ccccc1 ?
LGR2 antag: 7; Casp6 inh: -4; PAX8 inh HTS: 21; EWS-Fli inh: 7; Cneo AK release: -1; FN deposit inh: -1; miR122 inh: 0[16.7 µM]; PGC1a acetyl inh: 11

How did CCN(CCCNC(=O)Cn1ncc2c([nH]c3ccccc32)c1=O)Cc1ccccc1 do in these assays?
LGR2 antag: 0; Casp6 inh: -7; PAX8 inh HTS: 0; Cneo AK release: 0; FN deposit inh: 6; miR122 inh: -4; PGC1a acetyl inh: 6

What do the screens show for `Cc1c(S(=O)(=O)N2CCC(C)CC2)c(=O)n(C)c(=O)n1C`?
LGR2 antag: 4; Casp6 inh: -2; PAX8 inh HTS: 4; EWS-Fli inh: -6; Cneo AK release: -3; FN deposit inh: -2; miR122 inh: -3; PGC1a acetyl inh: -3

What do the screens show for `Cc1c(NC(=O)c2cc(-c3ccc(O)cc3)on2)c(=O)n(-c2ccccc2)n1C`?
LGR2 antag: 14; Casp6 inh: -1; PAX8 inh HTS: 2; EWS-Fli inh: 7; Cneo AK release: 0; FN deposit inh: 0; miR122 inh: -10; PGC1a acetyl inh: 10

How did CO[C@H]1CN(C)C(=O)c2cc(NC(C)=O)ccc2OC[C@H](C)N(C(=O)Cc2ccccn2)C[C@@H]1C do in these assays?
LGR2 antag: -3; Casp6 inh: -1; PAX8 inh HTS: -6; EWS-Fli inh: 0; Cneo AK release: -5; FN deposit inh: 1; PGC1a acetyl inh: 3

What do the screens show for `CC(C)c1ccc(/C=C/C(=O)NC(=S)NN2CCOCC2)cc1`?
LGR2 antag: 7; Casp6 inh: -1; PAX8 inh HTS: -8; EWS-Fli inh: 3; Cneo AK release: 2; miR122 inh: -2; PGC1a acetyl inh: 3

Molecules from the list above with two or more sulfur atoms, in the order listed:
Results for Nc1nnc(SCCN2C(=O)c3ccccc3C2=O)s1 ?
LGR2 antag: 9; Cneo AK release: 7; FN deposit inh: 9; PGC1a acetyl inh: 1

How did C[C@@H]1CCCCO[C@H](CN(C)S(=O)(=O)c2cccs2)[C@@H](C)CN([C@H](C)CO)C(=O)c2cc(NC(=O)c3ccccc3)ccc2O1 do in these assays?
LGR2 antag: 22; PAX8 inh HTS: 14; EWS-Fli inh: -10; Cneo AK release: 6; miR122 inh: 11[16.7 µM]; PGC1a acetyl inh: 0
